MT1-MMP act inh: inhibitors of human MT1-MMP activation | GFP/RFP ratio change, % at 20 µM | actives 0.061% (n = 360,000) | HT1080 RFP-PRO-GFP cells, GFP/RFP ratio fluorescence, overnight; percent of plate control window, DMSO zero | P50281;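 active = GFP/RFP ratio change of at least 30% with cell ATP level not reduced by more than half and red fluorescence within 50% of control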; also: strong numbers were not always called active
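Compound: 20 µM single dose, 1% DMSO / System: HT1080 RFP-PRO-GFP cells / Controls: DMSO and RFP-L50D-GFP cell wells / Read-out basis: GFP/RFP fluorescence ratio / Schedule: overnight compound exposure at 37 °C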
Rpn11 block: Rpn11 (human) deubiquitinase inhibition. O00487. human 26S proteasome, Ub4-pepOG fluorescence polarization; 20S core pre-blocked with epoxomicin. calls only at 20 µM. actives 0.59% (n = 360,000). AID 588493;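 active = inhibition at 20 µM, scaled to each plate's controls, above about 33%, limit read from the data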
Target sequence (O00487 whole entry, looked up): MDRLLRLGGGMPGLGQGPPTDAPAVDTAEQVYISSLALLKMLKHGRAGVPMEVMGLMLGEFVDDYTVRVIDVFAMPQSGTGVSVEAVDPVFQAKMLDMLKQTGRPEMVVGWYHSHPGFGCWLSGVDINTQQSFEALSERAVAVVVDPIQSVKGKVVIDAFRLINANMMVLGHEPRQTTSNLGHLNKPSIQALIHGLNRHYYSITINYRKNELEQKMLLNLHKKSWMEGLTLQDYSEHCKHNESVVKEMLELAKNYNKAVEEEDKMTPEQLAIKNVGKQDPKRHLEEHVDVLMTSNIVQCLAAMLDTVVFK
CSN inh: blocks human CSN-mediated cullin deneddylation. Q92905. Purified CSN, SCF-Nedd8-OG deneddylation, fluorescence polarization. inhibition, % at 12.5 µM. actives 0.38% (n = 360,000). AID 651999;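 active = pattern-corrected inhibition above about 35%, with an unprinted fluorescence ratio check between 0.5 and 1.5, limit read from the data, passing the limit was not always enough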;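 also: 0% = enzyme with substrate and 100% = substrate without enzyme; some results filed as inactive read as strong as hits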
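Assay system: Purified human Csn5 enzyme expressed in HEK293T cells | Amount: Enzyme 0.24 nM | Measured by: Fluorescence polarization readout | Medium: Tris/NaCl/DTT buffer, pH 7.5 | Compound dosing: One concentration, 12.5 µM, 0.25% DMSO | Times: 90 min incubation of compound, enzyme and substrate at room temperature | Control set: no-enzyme wells high, enzyme-with-substrate wells low | Read-out: % inhibition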
MsrA inh: inhibits bovine methionine sulfoxide reductase A | purified bovine MsrA, absorbance read-out | inhibition, % at 15.5 µM | actives 0.75% (n = 360,000); in the data active = inhibition above about 4.5%;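 also: 0% = vehicle wells with enzyme and 100% = reference inhibitor wells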
Rin1 Abl inh: blocks binding of human Rin1 to Abl; P00519+Q13671; TR-FRET Rin1/Abl binding, biochemical; inhibition, % at 7.35 µM; actives 0.4% (n = 360,000); AID 588664; in the data active = inhibition above about 5%, passing the limit was not always enough
MLLE-PAM2 inh: blocks PAM2 peptide binding to the PABP1 MLLE domain. P11940. GST-MLLE / FITC-PAM2 fluorescence polarization. inhibition, % at 20 µM. actives 0.36% (n = 360,000). AID 588489; in the data active = inhibition above about 35%, passing the limit was not always enough;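 also: plate controls were DMSO wells with GST-MLLE for no effect and wells lacking GST-MLLE protein for full effect; some results filed as inactive read as strong as hits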
FAS TE block: blocks the thioesterase domain of human fatty acid synthase. recombinant FAS-TE, OMFH fluorogenic substrate, fluorescence endpoint. inhibition, % at 15 µM. P49327. AID 602261. actives 0.67% (n = 360,000);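 active = compounds whose normalised, plate-corrected inhibition of enzyme fluorescence in the single-dose primary screen is 50% or more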;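 also: 0% = DMSO with enzyme and 100% = substrate without enzyme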
eLon inh: inhibitors of E. coli Lon protease | P0A9M0 | purified E. coli Lon protease, fluorescence polarization | inhibition, % at 7.94 µM | actives 0.42% (n = 360,000) | AID 602123; in the data active = inhibition above about 13%, passing the limit was not always enough;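 also: 0% = enzyme with probe and DMSO and 100% = no enzyme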
Target sequence (P0A9M0 whole entry, looked up): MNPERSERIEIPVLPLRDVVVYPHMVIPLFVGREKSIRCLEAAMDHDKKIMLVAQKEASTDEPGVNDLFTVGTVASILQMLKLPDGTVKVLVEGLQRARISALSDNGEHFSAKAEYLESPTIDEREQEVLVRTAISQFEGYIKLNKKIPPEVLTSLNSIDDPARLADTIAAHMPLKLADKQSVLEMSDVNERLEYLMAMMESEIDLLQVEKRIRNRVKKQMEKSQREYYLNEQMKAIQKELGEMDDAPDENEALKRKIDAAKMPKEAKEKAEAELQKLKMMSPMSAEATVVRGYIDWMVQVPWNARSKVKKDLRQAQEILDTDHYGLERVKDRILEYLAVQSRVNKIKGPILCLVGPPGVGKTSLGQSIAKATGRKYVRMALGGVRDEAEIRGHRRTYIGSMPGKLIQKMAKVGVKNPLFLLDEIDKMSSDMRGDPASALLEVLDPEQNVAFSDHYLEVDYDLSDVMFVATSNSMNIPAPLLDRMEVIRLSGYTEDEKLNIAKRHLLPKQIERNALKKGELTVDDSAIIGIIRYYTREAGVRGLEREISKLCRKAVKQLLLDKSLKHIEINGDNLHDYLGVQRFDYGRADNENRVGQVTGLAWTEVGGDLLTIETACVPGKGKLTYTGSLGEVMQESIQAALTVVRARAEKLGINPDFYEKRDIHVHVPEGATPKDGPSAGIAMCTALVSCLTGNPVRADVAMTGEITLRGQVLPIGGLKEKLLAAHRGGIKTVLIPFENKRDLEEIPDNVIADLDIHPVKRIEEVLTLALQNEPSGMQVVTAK
bovine MsrA act: bovine methionine sulfoxide reductase A activation; purified bovine MsrA, absorbance read-out; activation, % at 10.6 µM; actives 0.3% (n = 360,000); AID 602163; in the data active = activation above about 7.5%;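 also: 0% = vehicle and 100% = reference activator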
Active calls of the source: *; i = inactive; / = not tested or not shown.

SMILES	MT1-MMP act inh	Rpn11 block	CSN inh	MsrA inh	Rin1 Abl inh	MLLE-PAM2 inh	FAS TE block	eLon inh	bovine MsrA act
O=C(Cn1cnc2cc([N+](=O)[O-])ccc2c1=O)NCCc1ccc(F)cc1	3.6	i	-5.4	0.5	-1.4	-6.6	14.4	-10.4	-7.6
NCCc1ccc(O)c(O)c1	1.7	i	1.9	1.5	2.1	-2.1	-0.8	-5.5	-1.2
CCOC(=O)/C=C1\CN(Cc2cc(OC)c(OC)c(OC)c2)S(=O)(=O)c2ccc(C(F)(F)F)cc21	6.3	i	7.4	0.7	1.5	-71.5	17.3	3.5	-0.4
CCCc1n(CC(O)COCC2CC=CCC2)c2ccccc2[n+]1C (stereo not given)	-1.4	i	-8.2	-0.2	-1.1	-111.3	-4.4	6.2	-2.5
O=C(Nc1ncccc1O)c1ccc(S(=O)(=O)N2CCCCCC2)cc1	10.6	i	-4.2	-0.7	0.5	19.0	-7.0	5.1	-4.1
Cc1nnc(NC(=O)CSc2nnc(-c3ccco3)n2C(C)C)s1	-1.2	i	0.1	-0.8	-1.4	17.5	-0.9	5.0	-2.2
Cc1ccc(S(=O)(=O)Nc2ccccc2F)cc1C(=O)OC(C)C(=O)N1CCOCC1 (stereo not given)	0.4	i	-2.0	-0.1	2.6	-6.0	-2.1	-17.3	-11.8
COC(=O)c1cccnc1NC(=S)NC1CCCCC1	3.8	i	-8.8	0.4	3.8	-24.6	9.8	10.5	4.7
O=C(NCC(c1cccnc1)N1CCOCC1)c1ccc2c(c1)OCO2 (stereo not given)	10.9	i	3.9	0.0	-3.9	1.2	-10.7	5.5	-0.8
Cc1ccc(S(=O)(=O)n2nc(C)c(S(=O)(=O)N3CCOCC3)c2C)cc1	-1.1	i	0.2	0.9	1.4	-2.1	0.3	-4.4	-2.3
Cc1ccccc1Nc1nc(N)nc(CSc2nnc(-c3ccccc3)n2C)n1	0.4	i	7.0	-1.2	-1.2	-4.6	-4.2	8.0	4.5
Cc1ccc(S(=O)(=O)Nc2c3ccccc3nc(=O)n2-c2ccccc2)cc1	4.1	i	-5.0	1.6	-2.3	7.4	-10.3	4.1	-11.5
O=C(Nc1ccccc1)C1=C[C@H](c2ccccc2)C[C@H](OCCCCO)O1	0.1	i	-4.4	0.7	-1.4	6.8	-3.7	-9.2	1.9
COc1cc(C(=O)NCC(=O)OC(C)C(=O)Nc2ncc(Cl)cc2Cl)cc(OC)c1OC (stereo not given)	3.3	i	-1.2	-0.5	1.7	-1.2	-1.1	6.7	-7.8
O=C(O)c1ccc(N/N=C/c2c(F)cccc2Cl)cc1	-3.5	i	1.6	6.5*	-0.3	-18.1	-2.6	1.0	-6.3
Cc1ccc2cc3cc(C(=O)NCCCN4CCCC4=O)oc3nc2c1	0.6	i	-1.6	4.6*	-5.3	-4.3	-3.8	-1.9	-4.9
CNC(=O)COC(=O)c1ccc([N+](=O)[O-])cc1Cl	1.5	i	3.1	0.3	-4.3	-14.4	-5.8	-2.5	0.9
Cc1ccc(N(CC(=O)N/N=C/c2ccc(OC3CSC3)cc2)S(=O)(=O)c2ccccc2)c(C)c1	-1.2	i	1.2	0.9	0.9	10.5	43.9	10.6	-7.0
CC(=O)Nc1cc(C(=O)OC(C(=O)c2ccccc2)c2ccccc2)ccc1C (stereo not given)	7.4	i	0.2	0.5	-2.7	-2.3	6.9	5.2	-1.8
COc1ccc(CCNC(=S)NCc2ccc(Cl)c(Cl)c2)cc1OC	2.0	i	-1.7	0.9	6.7	-43.4	15.5	-4.7	-5.5
Cn1c(NNC(=O)c2cccc3ccccc23)cc(=O)n(C)c1=O	3.1	i	-0.2	-0.6	-3.5	-9.7	-4.9	-12.7	-2.0
C=CCC(=O)NC(C)c1cnn(-c2ccccc2C)c1C (stereo not given)	-4.8	i	4.2	0.1	-1.3	4.0	-5.8	4.8	-2.7
CCn1c(CCNC(=O)c2cccs2)nnc1SCC(=O)Nc1ccc(Cl)cc1	10.6	i	0.3	-0.4	-1.2	6.8	-3.7	-11.9	-1.8
O=C(NCc1nc2ccccc2[nH]1)c1ccco1	-6.9	i	-3.5	0.5	-2.6	2.1	-9.5	-4.0	-1.1
Cc1ccc(NC2c3ncccc3C(=O)N2Cc2cccs2)cc1C (stereo not given)	2.3	i	5.1	1.2	0.5	-3.2	10.2	-2.1	-3.5
CC(=O)Nc1cccc(-c2csc(Nc3cc(C)ccn3)n2)c1	3.1	i	10.9	0.6	2.0	18.7	6.6	0.5	-2.0
N#Cc1c(Cl)cccc1N1CCSCC1	-0.9	i	-1.1	-0.2	-1.0	-5.2	11.7	-1.6	-5.3
COCC(O)CNc1ccccc1 (stereo not given)	0.9	i	-6.6	-0.6	0.7	10.3	-9.2	-10.1	-7.7
COc1cc(C2CC(=O)NC3=C2C(=O)CC(C)(C)C3)ccc1O (stereo not given)	2.3	i	2.9	0.1	2.1	1.2	-7.3	-8.8	-2.6
CN(C(=S)NC(=O)C1CCCC1)c1ccccc1	2.2	i	0.2	-0.6	0.8	30.6	-7.8	-5.4	-3.7
Cc1cc(C)n(C(=O)Cn2nc([N+](=O)[O-])c(Br)c2C)n1	2.3	i	8.4	-0.3	-1.2	2.5	2.6	5.8	-1.5
O=C(CCC(=O)N1CCOc2ccc(Cl)cc21)NCCCN1CCN(c2ccccc2F)CC1	2.8	i	-1.8	0.9	-0.9	-7.4	-2.0	-3.4	-1.3
O=C(CN1C(=O)CSc2ccccc21)Nc1ccc2c(c1)OCCO2	-2.0	i	-0.7	-1.3	-2.7	15.8	-5.3	7.7	-2.2
Cc1onc(-c2ccccc2Cl)c1C(=O)Nc1cccc(S(=O)(=O)NC2=NCCC2)c1	0.9	i	-2.8	-0.5	-0.8	2.2	-6.2	-6.4	-3.8
O=C(NCCCNCc1ccccc1)/C(=N\O)c1ccccc1	/	i	-0.3	1.2	1.4	-2.1	-21.5	3.5	-14.3
O=C(c1cc(-c2ccc(Cl)cc2)nc2ccccc12)N1CCOCC1	2.8	i	-6.2	1.6	-1.7	16.4	-1.0	2.4	-3.0
c1ccc(-c2n[nH]c(-c3ccccc3)c2-c2nc3ccccc3[nH]2)cc1	-6.2	i	8.7	0.3	0.5	-6.3	1.6	-6.8	-2.0
COc1cccc(C2c3c(-c4ccccc4O)n[nH]c3C(=O)N2Cc2ccco2)c1 (stereo not given)	1.2	i	0.0	0.5	-1.5	-3.2	-67.0	-4.8	-2.0
C=CCNC1=C(Cl)C(=O)N(c2ccccc2Cl)C1=O	-2.1	i	-2.9	1.8	2.7	11.1	2.2	7.6	-2.2
CC1(C)Cc2c(c(N3CCOCC3)nc3sc4c(NCCN)ncnc4c23)CO1	7.9	i	3.7	1.3	1.2	-12.3	-5.2	2.4	-1.1
Cc1ccc2[nH]c(=O)c(-c3nc4c(C)cccn4c3NCc3ccco3)cc2c1	0.9	i	-0.3	-0.7	-0.8	-6.1	-1.1	-4.4	1.3
CCn1c(CC(=O)Nc2ccccc2)n[nH]c1=S	-3.1	i	-7.6	-1.4	3.1	-23.6	-0.7	-4.3	0.1
CC(C)(C)c1ccc(OCCC(=O)Nc2cccc(S(=O)(=O)N3CCOCC3)c2)cc1	0.3	i	-0.9	0.5	-0.1	-11.1	49.2	-4.0	-0.9
COc1ccc2c(c1)c1c3n2CCN(C)C3=NCC1	6.6	i	-2.6	1.0	-1.4	-4.8	-7.7	-4.8	-12.0
N/C(=N\OC(=O)c1cc(-c2ccccc2)nc2ccccc12)c1ccncc1	-3.9	i	1.5	0.2	2.9	-11.1	11.5	-8.3	-4.5

Brought forward from above: 4 compounds, then new ones.
SMILES	MT1-MMP act inh	Rpn11 block	CSN inh	MsrA inh	Rin1 Abl inh	MLLE-PAM2 inh	FAS TE block	eLon inh	bovine MsrA act
CCn1c(CC(=O)Nc2ccccc2)n[nH]c1=S	-3.1	i	-7.6	-1.4	3.1	-23.6	-0.7	-4.3	0.1
CC(C)(C)c1ccc(OCCC(=O)Nc2cccc(S(=O)(=O)N3CCOCC3)c2)cc1	0.3	i	-0.9	0.5	-0.1	-11.1	49.2	-4.0	-0.9
COc1ccc2c(c1)c1c3n2CCN(C)C3=NCC1	6.6	i	-2.6	1.0	-1.4	-4.8	-7.7	-4.8	-12.0
N/C(=N\OC(=O)c1cc(-c2ccccc2)nc2ccccc12)c1ccncc1	-3.9	i	1.5	0.2	2.9	-11.1	11.5	-8.3	-4.5
O=C(NN=C1CCCCC1)Nc1ccccc1Cl	0.6	i	-2.3	-0.7	0.2	-6.5	-6.7	-2.9	-0.3
CS(=O)(=O)Nc1nc2ccccc2[nH]1	1.5	i	-1.7	-0.1	-4.0	-7.4	-4.0	-0.3	-9.8
Cc1ccc(NC(=O)CN(C)C(=O)C2CCC2)cc1	/	i	-3.8	0.1	1.1	3.1	-4.8	-5.1	-1.6
Cc1oc2cc([N+](=O)[O-])c(O)c([N+](=O)[O-])c2c1C(=O)c1ccc(Cl)cc1	8.3	i	1.8	3.4	-1.7	-3.6	9.5	-2.0	-4.3
CCC(=O)NC(c1ccccc1)c1c(O)ccc2ccccc12 (stereo not given)	-0.5	i	-0.2	-0.2	0.6	9.7	1.0	0.3	-2.6
C/C=C/c1ccccc1OCc1ccc(C(=O)O)o1	-2.6	i	4.0	0.3	-2.2	5.7	-12.4	-2.4	-12.1
Cc1ccc(-n2c(C)nnc2SCC(=O)N(C)C2CCS(=O)(=O)C2)cc1 (stereo not given)	-2.0	i	-6.5	-1.0	0.5	-2.6	6.3	-13.9	1.6
CCCc1ccc2oc(C(=O)N3CCCC3)c(C)c2c1	0.0	i	1.8	0.7	-0.7	-5.1	5.8	1.9	-1.2
O=C(O)c1cc(S(=O)(=O)Nc2ccccc2Cc2ccccc2)ccc1Cl	1.1	i	-0.8	-0.6	0.7	-5.6	0.3	-4.4	-3.0
COc1cccc(NC(=S)N(Cc2ccccn2)Cc2ccccc2Cl)c1	-2.9	i	5.7	0.6	-6.7	-4.2	25.5	3.3	-6.1
CCOc1ccc(C(=O)NCC(=O)N2CCN(c3ccc(C(F)(F)F)cn3)CC2)cc1	-0.3	i	1.8	-1.2	-1.6	10.5	-8.3	0.7	-2.8
CN1CCN(c2ncnc3c2cnn3-c2ccc(Cl)cc2)CC1	0.8	i	1.9	0.3	-1.1	-9.3	1.7	-2.5	-1.2
CC1=NNC(=O)C1C(c1ccccc1)C(C#N)C#N (stereo not given)	-0.5	i	5.8	2.3	1.1	6.5	-7.8	0.7	-2.9
O=C(OC(C(=O)NC1CCCCC1)c1ccccc1F)c1ccco1 (stereo not given)	-0.8	i	3.6	-1.4	-1.0	20.4	0.9	-4.1	0.3
COc1ccccc1CNc1nc(=S)[nH]c2cc(OC)c(OC)cc12	1.4	i	-3.3	0.6	-0.4	-21.3	-5.4	-8.8	-1.3
COCCNC(=O)C1CC(c2ccccc2C(F)(F)F)=NO1 (stereo not given)	-2.9	i	-5.3	-1.0	2.9	-3.6	-13.1	3.4	-2.3
CC(C)C(=NO)c1ccccc1	0.2	i	-0.9	-0.2	-1.8	-5.9	-4.5	-6.3	1.1
